From PubChem
INS promoter inh: TRM-6 insulin promoter activity inhibition | AID 1273 | inhibition, % at 2 µM | TRM-6 cells (human fetal islet line), insulin promoter-eGFP reporter, imaging; reporter expression induced with tamoxifen | hit rate 0.9% among 130,000;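 active means inhibition above the mean plus 3 SD, with well images judged a real hit on visual review, cut at about 60% in these data, passing the limit was not always enough; inconclusive means inhibition over the cutoff but images rejected on review; inactive means inhibition not above the cutoff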
SDO1 yeast rescue: sdo1-depleted yeast growth rescue | S. cerevisiae sdo1-depleted JHY4D growth rescue, OD600 30 h; stronger effect = higher value; pdr5 snq2 efflux-pump mutant strain | hit rate 0.21% among 140,000 | z-score at 10 µM;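 active means z-score above 3 at both the 24 hr and the 30 hr optical density reads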;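 further: z-score against mean and SD of all compound wells on the same plate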
SDO1 yeast rescue Rescue 24 h: second read-out of SDO1 yeast rescue, no call of its own (marks repeat the call); z-score; S. cerevisiae sdo1-depleted JHY4D growth rescue, OD600; measured here: growth rescue at 24 h;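 0 is the plate mean of compound wells and units are plate SD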
Starred values were filed as active, the others as inactive; i = inactive; ? = inconclusive; · = not tested or not shown; & = joins results of further samples.

mol	INS promoter inh	SDO1 yeast rescue	SDO1 yeast rescue Rescue 24 h
CCCC(=O)O[C@H]1C[C@@H](C)N(C(=O)c2ccccc2)c2ccc(C)cc21	-10	-0.61	-1.1
CCc1ccc(C2CC(=O)N(c3ccc(F)cc3)C3=C2C(=O)OC3)cc1 (configuration not stated)	14	·	·
Cc1ccc(OCCCC(=O)Nc2ccccc2C(F)(F)F)cc1	-223	-0.59	-0.7
Cc1ccc(NC(=O)c2cnn(C)c2)cc1[N+](=O)[O-]	-21	1.6	0.22
Cc1sc2nc(CN3CCOCC3)nc(NS(=O)(=O)c3ccc4c(c3)OCCO4)c2c1C	6	-0.03	-0.12
Cc1ccccc1N(CC(=O)NC1CCCC1)C(=O)c1oc(C(C)(C)C)cc1C	23	-1.3	-0.87
Cc1c(NC(=O)Cn2[nH]c(=O)c3ccccc3c2=O)c(=O)n(-c2ccccc2)n1C	i	0.17	-0.31
O=C(NCc1ccccc1)C1CCN(S(=O)(=O)c2cc([N+](=O)[O-])ccc2Cl)CC1	13	0.05	-0.57
Oc1ccccc1C=NC1=NN(c2cccc(C(F)(F)F)c2)CC1	67	0.1	-0.69
O=C(COC(=O)c1ccc(Cl)c(S(=O)(=O)N2CCN(c3ccc(F)cc3)CC2)c1)Nc1cccc(Cl)c1	29	-0.25	0.02
COC(=O)CSc1nc2ccccc2o1	18	0.33	-0.05
COc1ccc2c(c1)c(=O)c(C(=O)c1ccc(C)cc1)cn2CC(=O)Nc1ccc(F)cc1	17	-0.58	-0.18
O=C(CCSc1ccccc1)Nc1ccccc1C(=O)N1CCCC1	15	0.17	0.15
CCOc1ccc(NC(=O)CN2CCN(CC(=O)c3ccc(OC)c(OC)c3)CC2)cc1	12	0.49	-0.08
COc1ccc(-c2sc(NC(=O)c3ccc(C)cc3)nc2-c2ccc([N+](=O)[O-])cc2)cc1	20	-1.2	-1.1
COc1cc(/C=N/n2cnnc2)ccc1OCCSc1ccc(C)cc1	-68	-1.2	-1
CCOc1ccc(C(CC(=O)O)NC(=O)COc2ccccc2)cc1OC (configuration not stated)	?	·	·
CCCCN(C(=O)CSc1nnc(-c2ccccc2OC)n1C)c1c(N)n(Cc2ccccc2)c(=O)[nH]c1=O	-30	1.2	1.6
Cc1ccc(NC(=S)NCc2cccs2)cc1	·	0.65	0.62
CCN(CC)CCCN(C(=O)c1cccs1)c1nc(-c2ccc(OC)cc2)cs1	·	0.29	-0.26
CCCC(=O)Nc1cc(=O)[nH]c2ncnn12	0	0.24	0.81
CCOC(=O)C1CCN(C(=O)c2ccccc2NS(=O)(=O)c2ccc(F)c(F)c2)CC1	-7	-1.5	-2
CCn1cc(C(=O)NCc2ccc3c(c2)OCO3)c(=O)c2cc(S(=O)(=O)N(C)C)ccc21	0	0.18	-0.17
CC(C(=O)Nc1cccnc1)N1C(=O)C2C3C=CC(C3)C2C1=O (configuration not stated)	-21	1.8	1.3
CC(C)OCCCn1c(=S)[nH]c2ccc(N3CCOCC3)cc2c1=O	3	0.57	1.1
NS(=O)(=O)c1ccc(CCNC(=O)CSc2nc3ccsc3c(=O)n2CC(=O)O)cc1	-32	1.3	1.7
O=C(NCCCN=C1NS(=O)(=O)c2ccccc21)c1ccco1	12	1.2	1.3
Cc1ccc(Nc2nc(/N=C/NO)n[nH]2)cc1C	19	·	·
Cc1ccc(S(=O)(=O)Oc2ccc(/C=N/NC(=O)c3nn(C)cc3Cl)cc2)cc1	-14	-0.32	-0.03
c1ccc(Cn2c(SCc3cn4cccnc4n3)nnc2-c2ccco2)cc1	-27	-0.15	-0.39
CCOC(=O)C1CCN(C(=O)CN(Cc2ccccc2)S(C)(=O)=O)CC1	35	0.3	-0.25
Cc1c(C#N)c(O)n(C)c(=O)c1N=Nc1ccc(S(N)(=O)=O)cc1	65*	·	·
COc1c(C)cc(Br)cc1C(=O)O	36	0.51	-0.11
COc1ccc(C(=O)NCCN2CCCC2)cc1OC	8	-0.69	-1.4
CCn1ncc(/C=C/C(=O)c2ccccc2)c1C	-107	-0.32	-0.41
CCOC(=O)N1CCN(c2c(N3CCc4ccccc4C3)c(=O)c2=O)CC1	-14	0.51	0.83

Laid out differently: results already given.
INS promoter inh | SDO1 yeast rescue | SDO1 yeast rescue Rescue 24 h | canonical_smiles
-14 | 0.51 | 0.83 | CCOC(=O)N1CCN(c2c(N3CCc4ccccc4C3)c(=O)c2=O)CC1
65* | · | · | Cc1c(C#N)c(O)n(C)c(=O)c1N=Nc1ccc(S(N)(=O)=O)cc1
19 | · | · | Cc1ccc(Nc2nc(/N=C/NO)n[nH]2)cc1C

The list continues:
mol	INS promoter inh	SDO1 yeast rescue	SDO1 yeast rescue Rescue 24 h
COc1cccc(C(=O)CSc2nnc(COc3cccc4cccnc34)o2)c1	-87	-0.42	-0.22
Nc1ccc2oc(-c3cccs3)nc2c1	·	0.46	0.12
CC(NC(=O)CN1C(=O)COc2ccccc21)c1ccccc1 (configuration not stated)	·	0.37	0.27
NC(=O)c1ccc(Br)c(S(=O)(=O)N2CCCCC2)c1	21	-0.5	-0.48
CC(C)Nc1nc(Oc2cccc(Cl)c2Cl)cc(C(F)(F)F)n1	47	1.2	0.08
O=C(O)C1C2C=CC(C2)C1C(=O)NCc1ccc2c(c1)OCO2 (configuration not stated)	35	0.31	-0.33
CC(CN1CCCCC1)C(=O)NNC(=O)C12CC3CC(CC(C3)C1)C2 (configuration not stated)	-42	·	·
S=C(Nc1ccc2nsnc2c1)N1CCCCCC1	-93	·	·
O=C(/C=C/c1ccco1)Nc1ccccc1N1CCOCC1	-21	0.2	0.7
CC(=O)Nc1cccc(Oc2ccc([N+](=O)[O-])cc2Cl)c1	5	·	·
COC(=O)c1c(/N=C/N(C)C)sc2c1CCN(c1ncc(C(F)(F)F)cc1Cl)C2	-35	-1.1	-1.7
O=C(NC1CCS(=O)(=O)C1)c1ccc(-c2ccc(Br)cc2)o1 (configuration not stated)	·	0.95	0.5
CCCn1c(SCC(=O)Nc2nccs2)nnc1-c1cccnc1	6	0.44	-0.29
Cc1cc(NC(=O)CN2CCCCCCC2)no1	3	0.43	0.25
O=C(CN(C(=O)CCC(=O)Nc1nccs1)c1cccc(F)c1)NCC1CCCO1 (configuration not stated)	·	-0.98	-0.25
CN(Cc1ccccc1)C1CC(=O)N(c2ccc(C(=O)O)cc2)C1=O (configuration not stated)	-295	1	1.4
Nc1sc2c([n+]1CCCS(=O)(=O)[O-])CCCC2	53	·	·
O=[N+]([O-])c1ccc(Cl)c(S(=O)(=O)NCC2CCCO2)c1 (configuration not stated)	-25	2	2.8
CCOC(=O)N1CCN(C(=O)c2cc(COc3ccc4ncccc4c3)on2)CC1	11	·	·
COc1ccccc1CC(=O)NCc1ccc2c(c1)OCO2	-91	0.75	1.3
COC(C)(C)c1cc(C(C)(C)C)nc(N)n1	10	1.1	0.75
O=C(CN1C(=O)C2CCc3[nH]c4ccccc4c3C2C1=O)N1CCCC1 (configuration not stated)	·	0.47	-0.03
CCC1CCCCN1S(=O)(=O)c1ccc(S(=O)(=O)N(Cc2cccs2)C2CC2)cc1 (configuration not stated)	·	-0.54	-0.69
COc1ccc(CNC(=O)c2c(O)c3ccccc3n(C)c2=O)cc1OC	8	0.65	0.93

Profiles, looked up by structure:
Listed for CCOC(=O)N1CCN(C(=O)c2cc(COc3ccc4ncccc4c3)on2)CC1 : INS promoter inh = 11; SDO1 yeast rescue = ·; SDO1 yeast rescue Rescue 24 h = ·
Listed for Nc1sc2c([n+]1CCCS(=O)(=O)[O-])CCCC2 : INS promoter inh = 53; SDO1 yeast rescue = ·; SDO1 yeast rescue Rescue 24 h = ·

(more compounds)
Results follow in this order: INS promoter inh	SDO1 yeast rescue	SDO1 yeast rescue Rescue 24 h
CCOc1ccc2cc(S(=O)(=O)N3CCN(C)CC3)ccc2c1
    29	-0.09	-0.23
Cc1ccc(NC(=O)Nc2c(C)n(C)n(-c3ccccc3)c2=O)cc1C
    -47	·	·
Clc1ccc2nc(CN3CCCCC3)cn2c1
    14	0.17	-1.1
COc1ccc(CCNC(=O)CN(C)S(=O)(=O)c2ccc3c(c2)CCC(=O)N3)cc1OC
    ·	1.1	0.3
CN(Cc1nc(-c2cccnc2)no1)S(=O)(=O)c1ccc(Br)cc1
    -37	-0.52	-1.3
Cc1ccc(CN2CCN(c3ccccn3)CC2)s1
    72*	-0.6	-0.9
COc1cccc(/C=C/C(=O)NCCc2ccc3c(c2)OCCO3)c1
    ·	-0.24	-0.25
CC(=O)Oc1ccc(N(C(C)=O)S(=O)(=O)c2cccs2)cc1
    -56	-0.64	-1
COc1ccc(N2CCN(C(=O)CCCOc3cc(=O)n(C)c4ccccc34)CC2)cc1
    ·	-0.62	-0.94
CC1CCN(CCCNC(=O)COc2cc(=O)n(C)c3ccccc23)CC1
    ·	2.5&-0.74	1.7&-0.98
COc1ccc(/C=C/C(=O)c2cc(F)ccc2OC(=O)c2ccccc2)cc1OC
    -34	·	·
O=C(NC1CC2CCC1C2)C1CCN(S(=O)(=O)c2ccc(-c3nn[nH]n3)cc2)CC1 (configuration not stated)
    ·	0.39	-0.32
Cc1nc(-c2cccnc2)sc1C(=O)Nc1cccc(C(F)(F)F)c1
    3	-1.4	-0.08
COc1ccc(Br)cc1C(=O)Nc1ccccc1-c1ccccc1
    3	-0.96	-0.57
CCCCCCCCC(=O)NCCOc1ccccc1
    ·	-0.59	-0.37
Cc1ccc(/C=N/NC(=O)c2sccc2OCc2ccc(F)cc2)cc1
    -13	0.66	1.9
O=C(Nc1ccc(N2CCOCC2)c(C(=O)O)c1)c1ccco1
    -3	0.06	-0.77
Cc1cc(=O)n(Cc2ccc(OC(C)C)cc2)c(=S)[nH]1
    17	·	·
COC(=O)c1ccccc1NC(=O)c1cc2sccc2n1C
    ·	1	3.9
C=CCn1c(SCC(=O)N2CCc3ccccc3C2)nc2sc(C)c(C)c2c1=O
    3	-0.96	-1.1
O=C(Nc1ccccc1)N1CCC(n2c(=O)[nH]c3ccccc32)CC1
    ·	0.53	0.15
OCC1CCCN1C(=S)Nc1ccccc1 (configuration not stated)
    24	1	0.58
COc1ccc(C2C3=C(CC(C)(C)CC3=O)Nc3c2c(=O)n(C)c(=O)n3C)cc1OC (configuration not stated)
    39	·	·
CCCCN(C)C(=O)c1ccc(S(=O)(=O)N2CCOCC2)cc1
    ·	0.18	0.24
CCN(CC)CCCNC(=O)C1c2ccccc2Oc2ccccc21
    ·	0.42	-0.98
COCCNC(=O)C1c2cc(OC)c(OC)cc2C(=O)N(C)C1c1cccnc1 (configuration not stated)
    13	0.35	0.3
COCCCN1C(=O)C(=O)/C(=C(/O)c2ccc(OC(C)C)c(C)c2)C1c1ccncc1 (configuration not stated)
    -12	1.1	0.43
Cc1cccc(/C=N/NC(=O)CNc2cccc3ccccc23)n1
    -19	-0.16	0.77
O=C(NC12CC3CC(CC(C3)C1)C2)c1cccnc1
    25	0.53	0.04
Cc1nc2cc(C(=O)OCC(=O)N(CC(C)C)C3CCS(=O)(=O)C3)ccc2n1-c1ccccc1 (configuration not stated)
    -43	0.01	-0.6
CCn1c(SC)nnc1-c1c[nH]c2ccccc12
    ·	0.85	0.44
CCOc1cc(C(=S)N2CCOCC2)ccc1OC(=O)/C=C/c1ccc(OC)c(OC)c1
    33	0.45	1.1
COc1ccc(C2C(C#N)=C(N)OC3=C2C(=O)CC(C)(C)C3)cc1OC (configuration not stated)
    15	·	·
Cc1nn(C)c(Cl)c1/C=N/OC(=O)c1ccccc1
    -24	·	·
COc1cc(C2C(C#N)=C(N)Oc3cc(C)oc(=O)c32)cc2c1OCO2 (configuration not stated)
    43	1.2	1.7
CCS(=O)(=O)N1Cc2ccccc2CC1C(=O)Nc1ccc(C)cc1 (configuration not stated)
    -24	-0.1	0.06
CC1(C)C2CC=C(/C=N/NC(=S)NCCc3ccccc3)C1C2 (configuration not stated)
    -58	·	·
COC(=O)c1ccc(S(=O)(=O)N2CCCCCC2)cc1
    -9	1.5	1.8
CCOc1c(CNc2nnnn2C)cccc1OC
    26	·	·
Clc1cccc(-c2nn3c(Cn4cnc5ccccc54)nnc3s2)c1
    -38	-1.2	-0.97
NC(=S)Nc1cccc2cccnc12
    3	1.7	2.3
CS(=O)(=O)Nc1nc2n(n1)C(c1ccccc1)C=C(c1ccc(Br)cc1)N2 (configuration not stated)
    12	0.52	0.03
COc1ccc(/C=N/NC(=O)c2cc(C)n(-c3ccccc3)c2C)cc1OC
    54	·	·
Cc1ccc(NC(=O)CSc2nc3nc(C)cc(C)c3c(=O)[nH]2)cc1
    ·	1.3	1.4
O=C(c1csc2c1CCCCC2)N1CCN(c2ncccn2)CC1
    60	-1.5	-1.8
O=c1c2oc3ccccc3c2ncn1Cc1ccc(F)cc1
    38	·	·
CCC(=O)NC(=S)Nc1ccc(NC(=O)COc2ccc(Cl)c(C)c2)cc1
    56	0.74	2.2
CCn1c(CSc2nncn2-c2ccc(OC)cc2)nc2cc(S(=O)(=O)N(C)C)ccc21
    ·	-0.32	-0.57
Cc1cccc(C)c1NC(=O)c1cccc2c1-c1ccccc1C2=O
    ·	-0.35	-0.52
